Bioassay records: PubChem, Broad Institute
ROS inducer: raises reactive oxygen species in U2OS cancer cells; ROS induction (% of piperlongumine), % at 10 µM; actives 2% (n = 46,000); U2OS ROS induction, H2DCF-DA fluorescence; in the data active = ROS induction above about 79%, passing the limit was not always enough; inconclusive = no clear call, values can overlap the other calls;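 note: 0% = DMSO vehicle median and 100% = reference compound median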
* hit, by the source's call; ? = inconclusive. An excerpt; the hit share may differ from the screen's.

cpd	SMILES	ROS inducer
1	COc1ccc(S(=O)(=O)N(C)C[C@H]2Oc3ccc(N(C)C)cc3C(=O)N([C@@H](C)CO)C[C@@H]2C)cc1	7.7
2	COc1ccc(S(=O)(=O)N(C)C[C@@H]2Oc3c(NS(=O)(=O)c4ccc(Cl)cc4)cccc3C(=O)N([C@H](C)CO)C[C@H]2C)cc1	-0.1
3	C[C@H](CO)N1C[C@H](C)[C@@H](CN(C)Cc2ccc(Oc3ccccc3)cc2)Oc2c(NS(=O)(=O)c3ccc(Cl)cc3)cccc2C1=O	112.3*
4	C[C@@H]1CN([C@H](C)CO)C(=O)c2cccc(NS(=O)(=O)c3ccc(Cl)cc3)c2O[C@H]1CN(C)Cc1ccc(Cl)c(Cl)c1	10.0
5	CN(C)CCCNc1c([N+](=O)[O-])c(=O)n(C)c2ccccc12	-15.5
6	C[C@H]1CN([C@@H](C)CO)C(=O)c2cc(NS(=O)(=O)c3ccc(Cl)cc3)ccc2O[C@H]1CN(C)CC1CC1	-6.1
7	COc1ccc(CN2C(=S)N(c3ccccc3)C(=O)C2CC(=O)Nc2ccccc2)cc1 (stereo not drawn)	-10.2
8	C[C@H]1CN([C@@H](C)CO)C(=O)Cc2cc(NC(=O)Nc3ccc(F)cc3)ccc2O[C@@H]1CN(C)C(=O)NC1CCCCC1	5.1
9	C[C@@H]1CN([C@H](C)CO)C(=O)CCCn2cc(nn2)CO[C@@H]1CN(C)Cc1ccccc1C(=O)O	9.3
10	CC1OC(NC(=O)c2ccccc2F)C(NC(=O)c2ccccc2F)OC1C (stereo not drawn)	4.5
11	COc1ccccc1CN(C)C[C@@H]1OCc2cnnn2CCCC(=O)N([C@H](C)CO)C[C@H]1C	-5.1
12	Cc1cc(=O)oc2cc(OCC(=O)NCc3cccnc3)ccc12	-4.5
13	COc1ccc(NC(=O)N(C)C[C@H]2Oc3c(NC(=O)c4cnccn4)cccc3C(=O)N([C@@H](C)CO)C[C@@H]2C)cc1	26.9
14	C[C@H]1CN([C@@H](C)CO)C(=O)Cc2cc(NC(=O)c3ccncc3)ccc2O[C@@H]1CN(C)S(=O)(=O)c1ccccc1	7.9
15	c1ccc2c(c1)COC(CN1CCCCC1)OC2	2.5
16	C=C(C)[C@@H]1CC[C@]2(C(=O)O)CC[C@]3(C)[C@H](CC[C@@H]4[C@@]5(C)CC[C@H](O)C(C)(C)[C@@H]5CC[C@]43C)[C@@H]12	-0.2
17	Cc1c(NC(=O)COc2ccc(Br)cc2)cccc1-c1nc2ccccc2s1	-17.5
18	CCS(=O)(=O)N1CCCC(C(=O)NCc2cccnc2)C1 (stereo not drawn)	-10.9
19	Cc1oc(S(=O)(=O)N2CCCC2)cc1C(=O)NCc1ccc2c(c1)OCO2	-5.5
20	Cc1ccc(SCc2cccc(C(=O)N3CCN(c4ncccc4C(F)(F)F)CC3)c2)cc1	42.8
21	C[C@@H]1CN([C@@H](C)CO)C(=O)c2cccc(NS(=O)(=O)c3cccs3)c2O[C@@H]1CN(C)Cc1ccc(C(F)(F)F)cc1	9.7
22	Cc1ccc(-n2c(C)nnc2SCC(=O)Nc2cccc(C(F)(F)F)c2)cc1	-12.0
23	O=C(COc1ccc(S(=O)(=O)N2CCCC2)cc1Cl)Nc1ccc2c(c1)OCCO2	18.0
24	O=C(Cn1c2c(c(-c3ccccc3)cc1=O)CCCC2)NCc1ccc(Cl)cc1	6.9
25	C[C@H]1CN([C@@H](C)CO)C(=O)Cc2cc(N(C)C)ccc2O[C@@H]1CN(C)S(=O)(=O)c1ccccc1	1.2
26	O=C(Cn1c2ccccc2n2nc(-c3ccccc3)nc12)c1ccccc1	6.1
27	C[C@H]1CN([C@@H](C)CO)C(=O)Cc2cc(NS(=O)(=O)c3ccc(F)cc3)ccc2O[C@@H]1CN(C)CC1CCCCC1	13.4
28	C[C@@H]1CN([C@H](C)CO)C(=O)c2cccc(NS(=O)(=O)c3cccs3)c2O[C@@H]1CN(C)S(=O)(=O)c1cn(C)cn1	-14.7
29	Cc1cc2nc(SCc3nc4ccccc4[nH]3)[nH]c2cc1C	44.6
30	O=C(O)Cn1cnc(-c2ccc(Br)cc2)c1	-3.2
31	CC(C)NC(=O)C(C)n1c2ccccc2c2cnn(C)c(=O)c21 (stereo not drawn)	-4.5
32	COc1ccc(NC(=O)N(C)C[C@H]2Oc3ccc(NC(=O)CCCN(C)C)cc3C(=O)N([C@H](C)CO)C[C@@H]2C)cc1	-12.5
33	Cc1noc(C)c1NC(=O)Nc1ccc2c(c1)CC(=O)N([C@@H](C)CO)C[C@@H](C)[C@@H](CN(C)Cc1ccccc1)O2	-1.8
34	O=C(CCCCCCCCc1ccccc1)c1c(O)cc(O)cc1O	0.4
35	C[C@@H]1CN([C@H](C)CO)C(=O)Cc2cc(NC(=O)CCN3CCOCC3)ccc2O[C@H]1CN(C)Cc1ccc(C(=O)O)cc1	-8.8
36	C[C@@H]1CCCCO[C@@H](CN(C)S(=O)(=O)c2cccs2)[C@@H](C)CN([C@H](C)CO)C(=O)c2cc(NS(=O)(=O)c3ccc(Cl)cc3)ccc2O1	70.5
37	C[C@@H]1CCCCO[C@@H](CN(C)C(=O)Nc2ccc3c(c2)OCO3)[C@@H](C)CN([C@H](C)CO)C(=O)c2cc(NS(=O)(=O)c3ccccc3)ccc2O1	-1.4
38	C[C@H](CO)N1C[C@H](C)[C@H](CN(C)Cc2ccc(Oc3ccccc3)cc2)Oc2c(NC(=O)Nc3ccc(C(F)(F)F)cc3)cccc2C1=O	20.9
39	C[C@@H]1CN([C@H](C)CO)C(=O)CCCn2nncc2CO[C@@H]1CN(C)C(=O)Nc1ccc(-c2cccs2)cc1	14.5
40	C[C@@H]1CN([C@H](C)CO)C(=O)c2cccc(NS(C)(=O)=O)c2O[C@@H]1CN(C)CC1CCCCC1	-11.2

An excerpt from above in order of number of heavy atoms, highest first:
cpd	SMILES	ROS inducer
38	C[C@H](CO)N1C[C@H](C)[C@H](CN(C)Cc2ccc(Oc3ccccc3)cc2)Oc2c(NC(=O)Nc3ccc(C(F)(F)F)cc3)cccc2C1=O	20.9
35	C[C@@H]1CN([C@H](C)CO)C(=O)Cc2cc(NC(=O)CCN3CCOCC3)ccc2O[C@H]1CN(C)Cc1ccc(C(=O)O)cc1	-8.8
32	COc1ccc(NC(=O)N(C)C[C@H]2Oc3ccc(NC(=O)CCCN(C)C)cc3C(=O)N([C@H](C)CO)C[C@@H]2C)cc1	-12.5
39	C[C@@H]1CN([C@H](C)CO)C(=O)CCCn2nncc2CO[C@@H]1CN(C)C(=O)Nc1ccc(-c2cccs2)cc1	14.5
40	C[C@@H]1CN([C@H](C)CO)C(=O)c2cccc(NS(C)(=O)=O)c2O[C@@H]1CN(C)CC1CCCCC1	-11.2

(further entries)
cpd	SMILES	ROS inducer
41	Cc1ccc(S(=O)(=O)N(C)C[C@H]2OCc3cn(nn3)CCCC(=O)N([C@@H](C)CO)C[C@@H]2C)cc1	-2.0
42	COc1cc(OC)c(NC(=O)CN(C)S(=O)(=O)c2ccc(C)cc2)cc1Cl	1.4
43	C[C@@H]1CCCCO[C@H](CN(C)S(=O)(=O)c2ccc(F)cc2)[C@@H](C)CN([C@H](C)CO)C(=O)c2cc(NS(=O)(=O)c3ccccc3)ccc2O1	18.6
44	C[C@@H]1CCCCO[C@@H](CN(C)Cc2ccc(C(=O)O)cc2)[C@@H](C)CN([C@H](C)CO)C(=O)c2cc(NC(=O)CCC(F)(F)F)ccc2O1	2.2
45	COC(=O)C(Cc1c[nH]c2ccccc12)NC(=O)C(NC(=O)C(C)NC(=O)/C=C/C(=O)O)C(C)c1c[nH]c2ccccc12 (stereo not drawn)	-7.4
46	CCn1c(SCC(=O)Nc2cc(C)ccc2OC)nnc1-c1ccc(Cl)cc1	10.9
47	COc1ccc([Si](C)(C)[C@@H]2[C@@H](CCO)O[C@]3(C(=O)N(Cc4ccccc4)c4ccc(N5CCC5=O)cc43)[C@H]2C)cc1	?
48	COc1ccc(OC)c(C2Nc3nc4ccccc4n3C(C)=C2C(=O)Nc2ccc(C)cc2C)c1 (stereo not drawn)	1.0
49	C[C@@H]1CN([C@H](C)CO)C(=O)c2cc(NC(=O)C3CC3)ccc2O[C@@H]1CN(C)CC1CC1	-4.6
50	CCc1nc(-c2ccc(OC)cc2)cc2cc(OC)c(OC)cc12	108.7*

Numbers 48 to 49 of the list above:
cpd	SMILES	ROS inducer
48	COc1ccc(OC)c(C2Nc3nc4ccccc4n3C(C)=C2C(=O)Nc2ccc(C)cc2C)c1 (stereo not drawn)	1.0
49	C[C@@H]1CN([C@H](C)CO)C(=O)c2cc(NC(=O)C3CC3)ccc2O[C@@H]1CN(C)CC1CC1	-4.6

The list continues:
cpd	SMILES	ROS inducer
51	COCCOC(=O)N1C(=O)[C@@]2(c3cc(C#CCNC(N)=O)ccc31)[C@H](c1ccccc1OCCO)N1[C@H](c3ccccc3)[C@H](c3ccccc3)OC(=O)[C@H]1[C@@H]2C(N)=O	-3.7
52	COc1ccc(CCCc2nnc(SCC(=O)Nc3cc(F)ccc3C)o2)cc1C	20.0
53	O=C1C=CC(O)(/C=C/C(=O)O[C@@H]2[C@@H](O)[C@H](Oc3ccc(O)cc3)O[C@H](CO)[C@H]2O)C=C1	57.0
54	O=C(CSc1nc2ccccc2c(=O)[nH]1)Nc1ccccc1C(=O)c1ccccc1	-7.6
55	COc1cc(S(=O)(=O)NCCc2c[nH]c3ccccc23)ccc1-n1cnnn1	-7.8
56	C[C@]12CCC3c4ccc(O)cc4CCC3C1CC[C@@H]2OC(=O)CCC1CCCC1 (stereo partly drawn)	-7.3
57	C[C@@H]1CN([C@@H](C)CO)C(=O)c2cc(NS(=O)(=O)c3cccs3)ccc2O[C@@H]1CN(C)CC1CC1	-9.4
58	C[C@@H]1CN([C@@H](C)CO)C(=O)Cc2cc(NC(=O)Nc3cccc4ccccc34)ccc2O[C@@H]1CN(C)S(C)(=O)=O	-4.3
59	CC(C)(C(=O)Oc1ccccc1)S(=O)(=O)c1ccc(C(F)(F)F)cn1	-5.2
60	O=C(N/N=C/c1ccc2c(c1)Cc1ccccc1-2)c1ccccn1	10.1
61	C[C@H](CO)N1C[C@H](C)[C@H](CN(C)C(=O)Nc2ccccc2)OCc2cnnn2CCCC1=O	-2.9
62	C[C@@H]1CN([C@H](C)CO)C(=O)Cc2cc(NS(=O)(=O)c3cn(C)cn3)ccc2O[C@H]1CN(C)C(=O)Nc1ccc(C(F)(F)F)cc1	37.7
63	CC12CCC3c4ccc(OC(=O)c5ccccc5)cc4CCC3C1CCC2O (stereo not drawn)	-1.7
64	C[C@@H]1CCCCO[C@H](CN(C)S(=O)(=O)c2cccs2)[C@@H](C)CN([C@H](C)CO)C(=O)c2cc(NS(=O)(=O)c3ccc(Cl)cc3)ccc2O1	11.1
65	Cc1cccc(S(=O)(=O)N(C)C[C@H]2OCc3cnnn3CCCC(=O)N([C@H](C)CO)C[C@H]2C)c1	4.5
66	COc1ccc(S(=O)(=O)N(C)C[C@H]2Oc3ccc(NS(=O)(=O)c4cn(C)cn4)cc3CC(=O)N([C@@H](C)CO)C[C@@H]2C)cc1	-5.8
67	C[C@H]1CN([C@@H](C)CO)C(=O)CCCn2nncc2CO[C@@H]1CN(C)C(=O)Nc1ccc(C(F)(F)F)cc1	16.5
68	CC(C)NC(=O)N(C)C[C@@H]1Oc2c(NC(=O)C3CC3)cccc2C(=O)N([C@H](C)CO)C[C@@H]1C	-8.0
69	C[C@H]1CN([C@@H](C)CO)C(=O)c2cccc(NS(=O)(=O)c3cn(C)cn3)c2O[C@@H]1CN(C)Cc1ccncc1	-14.8
70	COC(=O)c1sc(S(=O)(=O)NC23CC4CC(CC(C4)C2)C3)c(C(=O)OC)c1C	-5.5
71	N#Cc1ccc(-c2cccnc2)nc1SCC(=O)O	4.5
72	O=C(Nc1ccc(OCc2ccccc2)cc1)N1CCN(c2ccccn2)CC1	-15.1
73	C[C@H]1CN([C@@H](C)CO)C(=O)CCCn2nncc2CO[C@H]1CN(C)C(=O)NC1CCCCC1	13.4
74	O=C(CSc1nc(NCc2ccccc2)c2ccccc2n1)c1ccc(F)cc1	35.3
75	c1ccc(-n2c(SCc3nc4ccccc4[nH]3)nnc2-c2cnccn2)cc1	0.6
76	Cc1ccc(S(=O)(=O)NCCC(c2ccc(F)cc2)c2ccco2)cc1 (stereo not drawn)	4.0
77	COc1ccc(S(=O)(=O)N(C)C[C@@H]2Oc3ccc(NC(=O)Cc4cn(C)c5ccccc45)cc3C(=O)N([C@H](C)CO)C[C@H]2C)cc1	-15.4
78	O=C(CN1C(=O)C2C3C=CC(C4CC34)C2C1=O)Nc1ccc(Oc2ccc(Br)cc2)cc1 (stereo not drawn)	9.3
79	CSc1nc(-c2ccccc2)nc2c1Cc1ccccc1O2	20.2
80	C[C@@H]1CN([C@H](C)CO)C(=O)c2cc(NS(C)(=O)=O)ccc2O[C@@H]1CN(C)Cc1ccc(C(=O)O)cc1	3.2
81	O=C(O)CCCCCC(=O)N/N=C/c1ccc(O)cc1Br	32.3
82	COc1ccc(NC(=O)Nc2ccc3c(c2)CC(=O)N([C@H](C)CO)C[C@@H](C)[C@H](CN(C)S(=O)(=O)c2ccc(OC)cc2)O3)cc1	20.5
83	Cc1noc(C)c1NC(=O)N(C)C[C@H]1Oc2c(cccc2N(C)C)C(=O)N([C@H](C)CO)C[C@H]1C	9.6
84	COc1ccc(C#Cc2ccc3c(c2)[C@]2(C(=O)N3)[C@H](C(=O)N3CCN(c4ncccn4)CC3)[C@H]3C(=O)O[C@H](c4ccccc4)[C@H](c4ccccc4)N3[C@@H]2c2ccc(O)cc2)cc1	12.1
85	C[C@H](CO)N1C[C@H](C)[C@@H](CN(C)S(=O)(=O)c2ccc(F)cc2)OCc2cn(nn2)CCCC1=O	-11.4
86	Cc1noc(C)c1NC(=O)N(C)C[C@@H]1Oc2ccc(NC(=O)NC3CCCCC3)cc2CC(=O)N([C@H](C)CO)C[C@H]1C	1.8
87	CC(=O)N1N=C(c2ccc(C)cc2)CC1c1cc2cc3c(cc2nc1Cl)OCO3 (stereo not drawn)	-6.3
88	CC(C)NC(=O)Nc1ccc2c(c1)C(=O)N([C@@H](C)CO)C[C@H](C)[C@H](CN(C)Cc1ccc(Cl)c(Cl)c1)O2	-8.8
89	C[C@@H]1CN([C@H](C)CO)C(=O)Cc2cc(NC(=O)Cc3cn(C)c4ccccc34)ccc2O[C@@H]1CN(C)C(=O)NC1CCCCC1	0.5
90	CN(c1ncnc2c1cnn2-c1ccc(Cl)cc1)C1CCCCC1	2.2
91	O=C(NCc1ccc(F)cc1)[C@H]1C[C@H]2C(=O)NCC(=O)N2[C@H]1c1ccc(O)cc1	13.6
